Assay outcomes from PubChem BioAssay.
TbPYK inhibitor = blocks Trypanosoma brucei pyruvate kinase. Q57TT1. TbPYK enzyme, Kinase-Glo Plus ATP luminescence, 45 min. Potency, µM (series often up to 76.8 µM), for inactives: at the top dose activity, negative = inhibition, actives largely listed as inhibitors. 410,000 tested, 0.12% active; note: potency is the fitted concentration of half-maximal effect; % is set by controls: 0 for no effect and ±100 for the full control effect; nearly all actives have a fitted effect of over 50% in size
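In this concentration-response screen, enzyme-free wells defined baseline while DMSO plates tracked drift. Each reaction combined TbPYK, substrate, compound and 130 uM ADP for 45 min at room temperature. Kinase-Glo Plus luminescence gave the signal.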
Shiga inhibitor = blocks Shiga toxin action in Vero cells. AID 2315. 290,000 tested, 9.2% active. Vero cells, Shiga toxin protein synthesis inhibition reporter. inhibition, % at 38.7 µM; in the data active = inhibition mostly above about 28%, no sharp cut-off; inactive = mostly below about 43%; note: 0% is about no effect
Cycloheximide cs = counter-screen for Shiga toxin inhibitors: cycloheximide protein synthesis inhibition. AID 2314. max response, %. 300,000 tested, 12% active. cell reporter, cycloheximide protein synthesis inhibition counterscreen; in the data active = max response mostly above about 13%, no sharp cut-off; inactive = mostly below about 14%; note: read at 38.3 µM for the half of the compounds with a filed dose; 0% is about no effect
Pf growth 48h = P. falciparum growth inhibition at 48 hours (one generation); P. falciparum luciferase growth in erythrocytes, 48 h; 310,000 tested, 5.9% active; Potency, µM (series often up to 28.7 µM), inactives show at the top dose activity change, negative = inhibition, actives largely listed as inhibitors; note: potency is the fitted concentration of half-maximal effect; % is set by controls: 0 for no effect and ±100 for the full control effect
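First compound was added to culture medium, then infected red cells at 0.1% parasitemia and 2% hematocrit (final). After incubation at 37 C under 5% CO2, luciferase detection reagent was dispensed and light output recorded.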
Pf growth 96h = inhibits malaria parasite growth, 96 h | P. falciparum luciferase reporter growth, 96 h | Potency, µM (top dose mostly 28.7 µM), inactives show at the highest dose activity change, negative = inhibition, usual class: inhibitors | 320,000 tested, 6.9% active; note: potency is the fitted concentration of half-maximal effect; % is set by controls: 0 for no effect and ±100 for the full control effect
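96 h incubation, 37 C, 5% CO2, of luciferase-reporter P. falciparum-infected RBCs (2% hematocrit, 0.05% parasitemia final) with test compounds; endpoint luminescence.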
LmPK inhibitor = inhibitors of Leishmania mexicana pyruvate kinase. purified LmPK, Kinase-Glo ATP luminescence, 1 h. Potency, µM (top dose mostly 57.5 µM), without a hit: at the top dose activity change, negative = inhibition, actives largely listed as inhibitors. 290,000 tested, 0.37% active. AID 1721; note: potency is the fitted concentration of half-maximal effect; % is set by controls: 0 for no effect and ±100 for the full control effect
Target sequence (Q27686 whole entry, looked up): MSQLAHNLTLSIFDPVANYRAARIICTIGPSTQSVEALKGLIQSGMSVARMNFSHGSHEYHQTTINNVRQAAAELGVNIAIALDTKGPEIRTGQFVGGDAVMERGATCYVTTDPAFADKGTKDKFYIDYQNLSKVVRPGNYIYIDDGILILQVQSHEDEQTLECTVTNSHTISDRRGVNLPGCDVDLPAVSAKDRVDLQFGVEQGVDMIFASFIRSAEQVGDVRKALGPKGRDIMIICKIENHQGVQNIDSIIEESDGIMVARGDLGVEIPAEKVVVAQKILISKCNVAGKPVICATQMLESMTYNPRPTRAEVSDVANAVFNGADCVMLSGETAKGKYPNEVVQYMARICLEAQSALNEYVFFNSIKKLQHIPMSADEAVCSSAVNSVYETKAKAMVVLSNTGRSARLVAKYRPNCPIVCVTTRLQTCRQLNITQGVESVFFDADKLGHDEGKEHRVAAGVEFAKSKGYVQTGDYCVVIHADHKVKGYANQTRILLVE
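ATP generated from ADP (0.1 mM) and PEP (0.5 mM) by 0.1 nM LmPK over 1 h at room temperature (pH 7.2 imidazole buffer) was detected by coupled luciferase luminescence. Values were normalized to uninhibited and no-enzyme wells.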
AMA1 RON2 block = inhibitors of Plasmodium falciparum AMA1-RON2 interaction; Potency, µM (highest dose often 58.2 µM), without a hit: top-dose activity change, negative = inhibition, hits mostly inhibitors; AlphaScreen AMA1-biotinylated RON2 peptide binding; 360,000 tested, 0.2% active;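 note: potency is the fitted concentration of half-maximal effect; 0% = vehicle wells and -100% = peptide control; nearly all actives have a fitted effect of over 45% in size; some results filed as inactive show a strong effect at the top dose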
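AMA1 (3D7) with his tag at 25 nM final met compounds first, then biotinylated RON2 peptide at 25 nM; detection used donor plus acceptor beads, 10 µg/mL apiece, read by AlphaScreen after 30 min at room temperature.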
* hit, by the source's call; ? = inconclusive; . = not tested or not shown; [ ] = another dose, or the depositor's remark. Unless noted, calls come from the whole dose curve; as a rule, active = well fitted curve in the direction sought with a large enough effect; inconclusive = small, poorly fitted or top-dose-only effect, or another doubt; inactive = no such curve, though single readings can be large; an effect the other way counts as inactive or inconclusive.

Values run as follows: LmPK inhibitor, TbPYK inhibitor, AMA1 RON2 block, Cycloheximide cs, Shiga inhibitor, Pf growth 96h, Pf growth 48h
CCOC(=O)N1CCC(N2Cc3cccc(C(=O)NCc4ccccc4OC)c3C2=O)CC1
→ 7%, 4%, 0%, 1, 2, 1%, 13µM*
O=C1C=C(c2ccc3c(c2)OCO3)C[C@@H](c2ccc(F)cc2)C1
→ ., 1%, -3%, ., ., 57%[activator], -10%
O=C(NNC(=O)c1ccccc1O)c1ccc(Cl)cc1
→ 1%, 4%, 74%[activator], 33*, 48*, 243%[activator], 84%[activator]
CC(=O)Nc1nc(C)c(C(C)(C)C)s1
→ -4%, -8%, 8%, 8, 4, ?, ?
Cn1ncc([N+](=O)[O-])c1C(=O)Nc1ccc(Cl)cc1
→ 2%, 3%, 3%, -4, -3, 19%, 35%[activator]
CC(C)Cc1nnc(NC(=O)C2CC(=O)N(c3ccc4c(c3)OCCO4)C2)s1 (centres undefined)
→ ., -7%, ?, ., ., -29%, -9%
CC(=O)Nc1ccc(S[C@@H](CCN2CC[C@H](C(C)(C)C)CCC2=O)c2ccccc2)cc1
→ ., -8%, -9%, ., ., ?, ?
COC(=O)c1ccc(NC(=O)COc2ccc(S(=O)(=O)N3CCCCC3)cc2)cc1
→ 10%, -3%, 23%, -2, -8, ?, .
CSCCCNC(=S)Nc1ccc(N2CCOCC2)cc1
→ -2%, -2%, -1%, -1, -3, -25%, -4%
Cc1ccc(NS(=O)(=O)c2cc3c4c(c2)CC(=O)N4CCC3)cc1C
→ 6%, 1%, -1%, -3, -5, -15%, 10µM*
Cn1c(-c2ccccc2)cnc1NCc1cccc([N+](=O)[O-])c1
→ 0%, -13%, ?, 3, 15, 28%, 3%
Cc1cc(C(=O)NNC(=S)NC2CCCCC2)cs1
→ -8%, -13%, 110%[activator], 17*, 34, 5%, 74%[activator]
CCCOc1ccc(N2C(=O)CC(N(CCc3ccc(OC)cc3)C(=O)c3cccc(F)c3)C2=O)cc1 (centres undefined)
→ -1%, -1%, -9%, -2, -8, -9%, ?
COc1cc(C2C(C(=O)c3cccs3)=C(O)C(=O)N2CCN2CCOCC2)cc(OC)c1OC (centres undefined)
→ 0%, 0%, 13%, -2, ., 248%[activator], 4%
CCn1c(Cc2ccccc2)nnc1SCC(=O)Nc1ccc(N2CCOCC2)c(Cl)c1
→ -3%, -2%, -2%, 2, -3, 125%[activator], ?
CCOC(=O)c1nn(-c2ccc(C)cc2)c(=O)cc1OCC(=O)Nc1ccc(OC)cc1
→ ., -1%, 5%, ., ., 26%, -9%
O=C(Nc1cccc(C(F)(F)F)c1)c1cnc2n(c1=O)CCS2
→ 9%, -7%, 3%, -2, -4, 14%, .
O=C(O)COc1ccccc1/C=N/NC(=O)CSc1nc2ccccc2c(=O)n1-c1ccc(Cl)cc1
→ 5%, 1%, -11%, -3, 8, 1%, -9%
CC1(C)CN=C(Nc2nc3ccccc3s2)S1
→ -4%, -7%, -23%, 38*, 77*, -28%, 182%[activator]
COc1cc(C)c(COc2ncnc3ccccc23)cc1OC
→ 4%, -2%, 8%, 8, 23, -5%, ?
Cc1[nH]n2c(=O)cc(Cc3ccccc3)nc2c1C#N
→ 0%, -3%, 0%, -3, 7, 10µM*, -7%
COc1cccc(CN=CC2=C(O)CC(C)(C)CC2=O)c1OC
→ 7%, 2%, -1%, 8, 12, ?, -3%
COc1ccccc1N(Cc1ccccc1)S(=O)(=O)c1cccc(C(=O)O)c1
→ 6%, 1%, 16%, -2, 2, -21%, -3%
COc1ccc(NC(=S)NCc2cccnc2)cc1OC
→ 1%, -2%, 0%, -4, -14, 12%, 14%
CC(C)(CCl)C(=O)Nc1ccc(Sc2ccc(F)cc2)cc1
→ -3%, 0%, 6%, 31*, 83*, ?, ?
CCCc1nnc(NC(=O)C2CCN(C(=O)C3CC(=O)N(c4ccc(C)cc4)C3)CC2)s1 (centres undefined)
→ -3%, -3%, -3%, -2, -8, 23%, ?
CSc1nc2sc3c(c2c(=O)n1CC(C)C)CC(C)(C)OC3
→ 5%, 1%, 9%, -2, -13, 33%[activator], 39%[activator]
CC(C)OC(=O)CSc1nnc2n1C(C)(C)Cc1ccccc1-2
→ -5%, -23%, -16%, -2, 3, ?, -6%
COCCn1c(-c2cc(OC)c(OC)c(OC)c2)nc2nc3ccccc3nc21
→ 3%, ., ., -3, -12, ?, 17%
Cc1nn(CC(=O)NCC2CCCO2)c(C)c1[N+](=O)[O-] (centres undefined)
→ -1%, 1%, 0%, -1, -11, -13%, 15%

Some of the entries so far, with each value named.
O=C1C=C(c2ccc3c(c2)OCO3)C[C@@H](c2ccc(F)cc2)C1
- LmPK inhibitor: .
- TbPYK inhibitor: 1%
- AMA1 RON2 block: -3%
- Cycloheximide cs: .
- Shiga inhibitor: .
- Pf growth 96h: 57%[activator]
- Pf growth 48h: -10%

CCOC(=O)c1nn(-c2ccc(C)cc2)c(=O)cc1OCC(=O)Nc1ccc(OC)cc1
- LmPK inhibitor: .
- TbPYK inhibitor: -1%
- AMA1 RON2 block: 5%
- Cycloheximide cs: .
- Shiga inhibitor: .
- Pf growth 96h: 26%
- Pf growth 48h: -9%

Cc1[nH]n2c(=O)cc(Cc3ccccc3)nc2c1C#N
- LmPK inhibitor: 0%
- TbPYK inhibitor: -3%
- AMA1 RON2 block: 0%
- Cycloheximide cs: -3
- Shiga inhibitor: 7
- Pf growth 96h: 10µM*
- Pf growth 48h: -7%

The list goes on:
Values run as follows: LmPK inhibitor, TbPYK inhibitor, AMA1 RON2 block, Cycloheximide cs, Shiga inhibitor, Pf growth 96h, Pf growth 48h
Cc1cc(C)nc(/N=C2\NC(=O)CC(C(=O)O)N2c2ccc(F)c(Cl)c2)n1 (centres undefined)
→ -4%, ., ., 2, -4, -4%, 3%
COc1ccc(CNC(=O)CCn2c(=O)[nH]c3ccccc3c2=O)cc1
→ 0%, 1%, -10%, 2, 0, 31%[activator], -2%
O=C(Nc1nccs1)c1ccc(Cl)c(S(=O)(=O)N2CCOCC2)c1
→ 3%, -12%, 4%, 29, 19, ?, -8%
O=C1C=C(c2cccc(Cl)c2O)C[C@@H](c2ccc(F)cc2)C1
→ ., -14%, -5%, ., ., 4.7µM*, 2.1µM*
O=C(NCCCN1CCOCC1)c1sc2ccccc2c1Cl
→ 4%, 4%, -16%, 39*, 47*, -5%, 29%
CC1(C)Cc2c(sc3nc(-c4cc5ccccc5o4)n(N)c(=O)c23)CO1
→ 3%, -8%, 4%, 19*, 42, ?, 34%[activator]
Cc1cc(C)nc(NS(=O)(=O)c2ccc(CC(C)C)cc2)c1
→ 7%, -3%, -4%, 6, -3, 0%, ?
CC(=O)c1c(C)[nH]c(C(=O)CSc2nnc(NC3CC3)s2)c1C
→ ., -9%, -13%, ., ., ?, ?
NS(=O)(=O)c1cccc(NS(=O)(=O)c2ccc(/C=C/C(=O)OCC(=O)c3ccc(Br)cc3)cc2)c1
→ 1%, 4%, -20%, -1, 2, -5%, -6%
O=C(O)c1cn(-c2ccccc2)c(=O)c2ccccc12
→ 11%, 1%, -3%, -3, -6, -7%, .

Quoted from the results shown for reference:
Values run as follows: LmPK inhibitor, TbPYK inhibitor, AMA1 RON2 block, Cycloheximide cs, Shiga inhibitor, Pf growth 96h, Pf growth 48h
Cc1cc(C)nc(/N=C2\NC(=O)CC(C(=O)O)N2c2ccc(F)c(Cl)c2)n1 (centres undefined)
→ -4%, ., ., 2, -4, -4%, 3%
COc1ccc(CNC(=O)CCn2c(=O)[nH]c3ccccc3c2=O)cc1
→ 0%, 1%, -10%, 2, 0, 31%[activator], -2%

(continued)
Values run as follows: LmPK inhibitor, TbPYK inhibitor, AMA1 RON2 block, Cycloheximide cs, Shiga inhibitor, Pf growth 96h, Pf growth 48h
Cc1cccc(-c2oc3ccc(-c4ccc5c(c4)OCO5)cc3c2/C=C/c2ccc(N)cc2)c1
→ 0%, 0%, 22%, 1, -5, ?, -13%
COc1cc2[nH]c(C(=O)N3CCc4ccccc43)cc2c(OC)c1OC
→ 2%, 3%, -4%, 30*, 47*, 39%[activator], 22%
CNC(=O)NNC(=O)c1onc(-c2c(Cl)cccc2Cl)c1C(=O)OC
→ 3%, -1%, 47%[activator], -1, -1, 10%, 2%
CCn1c(=O)c(C(=O)NNC(=O)c2ccccc2F)c(O)c2ccccc21
→ 6%, 2%, 133%[activator], 1, 29, -24%, 0%
Cn1c2c(c(=O)n(C)c1=O)C(c1ccc(F)cc1)C(C#N)=C(N)O2 (centres undefined)
→ -2%, -11%, -24%, -1, -5, ?, -14%
CC(Cc1ccccc1)NC(=O)Cc1ccc(N(C)C)cc1 (centres undefined)
→ -11%, -13%, 11%, 8, -5, 30%, -4%
CCOC(=O)COc1ccc2c3c(c(=O)oc2c1C)CCC3
→ -7%, 3%, -10%, 15*, 27, 20%, 15%
COc1ccc(-c2nc(NC(=O)C3CCN(c4nc5ccccc5o4)CC3)sc2C)cc1
→ 2%, -1%, -3%, -4, -3, ., 8.3µM*
CC(C)Cn1c(N)c(C=O)c(=O)n(C)c1=O
→ 2%, 4%, 13%, -4, -5, 35%[activator], 41%[activator]
O=C1CN(C(=O)c2ccco2)C(c2ccccc2)c2cc(Cl)ccc2N1 (centres undefined)
→ 3%, -4%, -6%, 4, -18, ?, ?
O=C1c2cccc3cc([N+](=O)[O-])cc(c23)C(=O)N1CC1CCCO1 (centres undefined)
→ 6%, 0%, 12%, 1, 19, ?, ?
COC(=O)C1=Nc2ccccc2/C1=C\c1c(O)n(C)c(=O)n(C)c1=O
→ 3%, -8%, -7%, -3, 12, -1%, -6%
CCc1c(C)nc(SCC(=O)NC2CCCC2)[nH]c1=O
→ 4%, 1%, -2%, 5, -7, 0%, 2%
CCC1(c2ccc(F)cc2)NC(=O)N(CC(=O)N2c3ccccc3CC2C)C1=O (centres undefined)
→ ., 2%, -2%, ., ., ?, ?
Cc1ccc(Cl)cc1NC(=O)COc1ccccc1
→ -7%, 6%, 5%, 16*, 30, 22%, 16%
CC(C)/C=N/NC(=O)c1cccc(N2CCCC2=O)c1
→ -8%, -3%, 30%[activator], 14, 13, ?, 18%
CN(C)c1ccc(NC(=O)Cn2c(=O)n(Cc3ccccc3)c(=O)c3ccccc32)cc1
→ -5%, 3%, -9%, -5, -4, -2%, ?
Cn1c(COc2ccccc2)nnc1SCCSc1nnc(COc2ccccc2)n1C
→ 2%, -6%, -2%, -1, -17, 1%, -6%
COc1cc(/C=N/N(c2ccccc2)c2ccccc2)ccc1O
→ -1%, 1%, ?, -3, -3, ?, 5%
COc1cc(/C=C/C(=O)OCC(=O)N2CCN(S(=O)(=O)c3ccc(C)cc3C)CC2)ccc1O
→ 1%, -8%, -4%, -2, -13, ?, ?
Cc1oc(-c2ccccc2)nc1C(=O)O
→ 3%, 2%, -7%, -2, 8, 0%, -77%
O=c1c2ccccc2nc(-c2ccccc2)n1Cc1ccccc1
→ -1%, 4%, 4%, 22, 83*, -23%, 17%
CCn1cc(Br)c(C(=O)Nc2ccc(OC)cc2)n1
→ -26%, -6%, 0%, 21*, 30, ., 84%[activator]
CCC(=O)Nc1ccc(-c2ccc(NC(=O)CC)c(OC)c2)cc1OC
→ 0%, 2%, 0%, -1, 7, 0%, 3%

Outcome played no part in choosing rows; about 21% have a hit in one of these screens.
